# Bioassay records from PubChem BioAssay.
# INS promoter inh = TRM-6 insulin promoter activity inhibition. actives 0.9% (n = 130,000). inhibition, % at 2 µM. TRM-6 cells (human fetal islet line), insulin promoter-eGFP reporter, imaging; reporter expression induced with tamoxifen;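 active = inhibition above the mean plus 3 SD, with well images judged a real hit on visual review, cut at about 60% in these data, passing the limit was not always enough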
# sdo1 growth = restores growth of sdo1-depleted yeast; S. cerevisiae sdo1-depleted JHY4D growth rescue, OD600 30 h; hits give high values; pdr5 snq2 efflux-pump mutant strain; z-score at 10 µM; AID 817; actives 0.21% (n = 140,000);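 active = z-score above 3 at both the 24 hr and the 30 hr optical density reads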;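 note: z-score against mean and SD of all compound wells on the same plate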
# sdo1 growth Rescue 24 h = recorded beside sdo1 growth, whose call it bears; z-score; S. cerevisiae sdo1-depleted JHY4D growth rescue, OD600; measured here: growth rescue at 24 h;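 0 is the plate mean of compound wells and units are plate SD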
# * = called active by the depositor; i = inactive; / = no result given; & = joins results of further samples; [ ] = another dose, or the depositor's remark.
SMILES,INS promoter inh,sdo1 growth,sdo1 growth Rescue 24 h
Cc1cccc(NC(=O)CCN2CCN(C/C=C/c3ccccc3)CC2)c1,6,-0.37,-0.41
O=C(NC(=S)Nc1ccc(Cc2ccncc2)cc1)c1ccccc1,13,-1.4,-0.62
CCc1nc2c(C#N)c(-c3ccc(Cl)cc3)ccn2n1,-29,0.41,0.22
CC(NC(=O)c1ccc(N2CCCC2=O)cc1)c1ccccc1 (configuration not stated),23,0.22,-0.24
COCCCNC(=O)C1CCN(C(=O)c2cc3sccc3n2Cc2ccc(F)cc2)CC1,/,-2.1,-1.8
Cc1cccc(N=C2NC(=O)/C(=C/C=C/c3ccco3)S2)c1C,/,-2.2,-1.6
COC(=O)CN(c1cc(OC)ccc1OC)S(=O)(=O)c1ccc(OC)c(OC)c1,/,-0.9,-1.3
FC(F)(F)c1n[nH]c(=S)n1/N=C/c1ccco1,/,0.19,-0.34
O=C1c2ccc(Br)cc2C(=O)N1c1ccc(Cc2ccncc2)cc1,-7,/,/
Cn1c(=O)c2c(nc(SCC(=O)Nc3ccccc3)n2C)n(C)c1=O,/,0.12,0.08
CCn1c(C)c(C(C)=O)c(NCc2ccccc2)nc1=S,27,1.3,0.19
COC(=O)Nc1cc([N+](=O)[O-])ccc1OC,23,0.61,0.37
CCOC(=O)NC(Nc1cc(C)on1)(C(F)(F)F)C(F)(F)F,21,0.42,-0.37
O=C(O)CCC(=O)N1N=C(c2c(-c3ccccc3)c3cc(Cl)ccc3[nH]c2=O)CC1c1ccco1 (configuration not stated),/,0.13,0.07
FC(F)(F)c1cc(-c2ccccc2)nc(N2CCOCC2)n1,3,-1.2,0.97
CCc1ccc(S(=O)(=O)c2nnn3c2nc(NCCNC(C)=O)c2ccccc23)cc1,83*,/,/
COc1ccc(NC(=O)CCOc2ccccc2)c(OC)c1,/,0.68&-0.96,0.33&-1.1
COC(=O)Cc1c(C)c2ccc(OCc3nn[nH]n3)c(C)c2oc1=O,71,-0.16,-1.3
O=C(NCCOc1ccccc1Cl)c1ncn[nH]1,0,/,/
O=c1[nH]c(CN2CCCCC2)nc2c1C1(CCCC1)Cc1ccccc1-2,56,/,/
c1cnc(N2CC[N+]3(CCCC3)CC2)nc1,/,0.48,-0.34
C/C(=N\NC(=O)c1ccc([N+](=O)[O-])c(C)c1)c1ccccc1Cl,45,-0.05,-0.2
CCc1ccc(NSc2ccccc2[N+](=O)[O-])cc1,0,-0.99,-0.22
O=S(=O)(Cc1ccccc1)N1CCCC(c2nc(-c3ccc(F)cc3)no2)C1 (configuration not stated),14,-0.84,-0.23
CC1=C(C)CC(C(=O)N2CCN(C/C=C/c3ccccc3)CC2)C(C(=O)O)C1 (configuration not stated),-125,/,/
CCc1ccc(NC(=O)CSCc2nc(N)nc(Nc3ccccc3CC)n2)cc1,-19,-0.53,-0.47
COc1ccccc1NC(=S)NC(=O)C1CC1,-20,-0.45,-0.32
CCCN1Cc2cccc(C(=O)Nc3ccc(-c4nc5ccccc5[nH]4)cc3)c2C1=O,0,2.5,3.4
CCOc1ccc(-n2c(SCC(=O)N3CCc4ccccc43)nnc2-c2c[nH]c3ccccc23)cc1,27,0.24,1.5
COc1ccccc1NC(=S)N1CCN(C/C=C/c2ccccc2)CC1,-194,-0.12,-0.17
CCc1ccc(-c2cn3nc(C)c(C)nc3n2)cc1,/,-0.69[14.4 µM],-0.72
CC1=C(C(=O)NCc2ccccc2)C(c2cccs2)n2ncnc2N1 (configuration not stated),/,0.08,-0.57
O=C(CSc1nnnn1-c1ccccc1)Nc1nc(-c2ccccc2)ns1,0,2,3.8
CCc1ccc(-c2csc(NC(=O)c3cccnc3)n2)cc1,-57,-0.43,0.56
COc1ccc(-n2cc(-c3ccccc3)c3c(NN4CCOCC4)ncnc32)cc1,14,/,/
CCOC(=O)c1nnc(-c2cccs2)nc1Oc1ccccc1C(=O)OC,58,-1,-1.5
Cc1ccccc1CSc1nc2ccccc2c(=O)[nH]1,32,-0.72,-0.48
CC(=O)c1ccc(OC(C)C)c(Cc2c(O)nc(N)[nH]c2=O)c1,/,0.49,0.07
Cc1[nH]n(-c2ccccc2)c(=O)c1-c1ccc(Cl)cc1,43,0,-0.14
Cc1ccc(-c2nc(C(=O)O)cs2)cc1,-145,/,/
Cc1sc(NC(=O)CSc2nnc(-c3ccccc3)o2)c(C#N)c1C,-3,-0.98,-1
CCOC(=O)c1cnc2ccc(C(=O)OC)cc2c1Nc1ccc(C(=O)O)cc1,13,/,/
CCOC(=O)c1sc(=S)n(-c2ccccc2Cl)c1SC,6,-1.1,0.13
O=C1c2ccccc2NC(c2ccncc2)N1c1ccccn1 (configuration not stated),-22,1.1,1.6
CCOC(=O)c1c(NC(=O)/C=C/C(=O)O)sc(C)c1-c1ccc(C(C)(C)C)cc1,63,/,/
COc1ccccc1NC(=O)CC(NCCN(C)C)C(=O)O (configuration not stated),72*,0.48,0.73
COc1ccc(OC)c(-n2cc3c(=O)n(C)c(=O)n(C)c3c2)c1,-46,0.95,0.79
CN(C)C(=O)CSc1nnc(Cc2ccccc2)n1Cc1ccco1,19,2,1.7
O=C1C=C(NCc2ccncc2)CC(c2ccccc2)C1 (configuration not stated),/,0.39,-0.06
Cc1ccc(OCc2nnc(SCc3nc4ccccc4[nH]3)n2Cc2ccco2)cc1,-46,-1.1,-0.36

# Ordered by the number under sdo1 growth (rising): some entries from above
SMILES,INS promoter inh,sdo1 growth,sdo1 growth Rescue 24 h
CCOC(=O)c1sc(=S)n(-c2ccccc2Cl)c1SC,6,-1.1,0.13
Cc1sc(NC(=O)CSc2nnc(-c3ccccc3)o2)c(C#N)c1C,-3,-0.98,-1
O=C1C=C(NCc2ccncc2)CC(c2ccccc2)C1 (configuration not stated),/,0.39,-0.06
COc1ccc(OC)c(-n2cc3c(=O)n(C)c(=O)n(C)c3c2)c1,-46,0.95,0.79
O=C1c2ccccc2NC(c2ccncc2)N1c1ccccn1 (configuration not stated),-22,1.1,1.6

# More entries
SMILES,INS promoter inh,sdo1 growth,sdo1 growth Rescue 24 h
CCN(CC)c1cc(C)c2cc(NC(=O)CNC(C)=O)ccc2n1,-93,0.54,-0.02
CC(=O)[C@@H]1[C@@H]2C(=O)N(Cc3ccccc3)C(=O)[C@@H]2C2c3ccccc3C=CN21 (some centres not stated),/,-0.81,-0.57
O=C(c1cnn2ccccc12)N1CCN(C2CCCCC2)CC1,/,0.35,-0.35
CO/N=C/CC(=O)c1ccc(OC)cc1,18,/,/
O=C(CSc1nncs1)NCc1ccc2c(c1)OCO2,-38,/,/
CN1CCC2(CC1)Nc1nc(SCc3ccc(Cl)cc3)nn1C1=C2CN(C)CC1,/,-0.34,-1.1
C/C(CC(=O)N(C(C)C)C(C)C)=N\NC(=O)COc1ccc(Cl)cc1Cl,-121,/,/
Cn1nc(-c2ccccc2)c(CSc2ccccc2Cl)c1Cl,26,-1.1,-1.5
COc1ccc(OC)c(NC(=O)CSc2nc3ccccc3c(=O)n2CCNC(C)=O)c1,3,0.11,-0.21
O=C(Cc1cn2ccsc2n1)Nc1cccc2cnccc12,/,-0.84,-1.9
O=C(Nc1cccc2ccccc12)/C(=C/c1cccc([N+](=O)[O-])c1)NC(=O)c1cccs1,/,0.2,-0.11
COc1ccc(NC(=O)CN2CCC(C(N)=O)CC2)cc1,50,0.74,0.7
O=C(COC(=O)c1cccnc1)c1ccc(Cl)c(Cl)c1,-64,-0.2,-0.65
COc1cccc(SCC2CSc3nc4ccccc4c(=O)n32)c1 (configuration not stated),-7,/,/
CCCc1c(C)c(C#N)c2nc3ccccc3n2c1NCCCN1CCOCC1,-17,0.46,0.91
CC1(C2CC2)NC(=O)N(CC(=O)Nc2ccccc2-c2ccccc2)C1=O (configuration not stated),-57,/,/
COc1ccccc1CNc1nc2nc(C)cc(=O)n2[nH]1,38,-0.22,-0.65
O=C(CSc1nc(-c2ccc(F)cc2)cc(C(F)(F)F)n1)NCc1ccco1,-9,-1.6,-0.61
CCN(c1ccccc1)S(=O)(=O)c1ccc(Oc2ccc(-n3ccnc3)cc2)nc1,-133,-1.1[7 µM],-0.47
COc1ccc(N(C)S(=O)(=O)c2ccc3c(c2)CCC(=O)N3)cc1,/,0.23,0.35
COCCNC(=O)CSc1nc2cc(OC)c(OC)cc2c(=O)n1Cc1ccc(OC)cc1,38,-0.94,-1.2
CC(=O)Nc1cccc(NC(=O)c2c(-c3ccccc3Cl)noc2C)c1,/,2.1,1.2
O=C(CC1Sc2ccccc2NC1=O)NCc1ccc(Cl)cc1 (configuration not stated),27,/,/
CS(=O)(=O)N1CCN(c2nnc(-c3ccccc3)c3ccccc23)CC1,-24,-0.34,-1.3
COc1ccc(N2CS(=O)CC2=O)cc1 (configuration not stated),14,/,/
Cc1ccc(C)c(NC(=S)N(CCc2nc3cc(C)c(C)cc3[nH]2)Cc2cccnc2)c1,-32,2.2,3.5
CCCS(=O)(=O)N1CCC(C(=O)NCCCN2CCC(Cc3ccccc3)CC2)CC1,6,0.43,-0.48
CCC(=O)Nc1ccc(NC(=O)c2cc3ccccc3o2)cc1,/,0.65,-0.15
O=C(O)CCN1C(=O)c2ccc(NC(=O)CSCc3ccccc3)cc2C1=O,-26,0.79,0.72
O=C(CC(=O)Nc1ccccn1)Nc1ccccn1,18,-0.71,-1.1
COc1ccccc1CC(=O)NCCc1ccc(S(N)(=O)=O)cc1,62,0.23,0.25
COc1ccc(OC)c(S(=O)(=O)Nc2cccc(F)c2)c1,4,0.35,0.6
Cc1ccn2c(NC3CCCCC3)c(C(C)C)nc2c1,i,0.76,0.84
COc1cc2oc3ccccc3c2cc1N(CC(=O)N1CCCCC1)S(=O)(=O)c1ccc(C)cc1,-3,-1.1,-0.53
CN1C(=O)C2CN(CCc3ccccc3)CNC2N(C)C1=O (configuration not stated),-37,-0.31,-0.17
COc1ccc(C)cc1N(CC(=O)Nc1cccnc1)S(=O)(=O)c1ccc(C)cc1,36,/,/
O=C(CCn1c(=O)oc2ccccc21)N1CCc2ccccc21,/,0.64,0.1
Cc1ccc(C2NC(=S)NC3=C2C(=O)CC(C)(C)C3)cc1 (configuration not stated),/,0.63,0.63
CCCCCC1CC(CC(=O)O)C(=O)O1 (configuration not stated),61,1.7,1.8
Cc1nc(-c2ccc(O)c(O)c2)cs1,0,1.8,2.2

# Entries of single compounds as entered above.
# Record of `O=C(CCn1c(=O)oc2ccccc21)N1CCc2ccccc21` : INS promoter inh = /; sdo1 growth = 0.64; sdo1 growth Rescue 24 h = 0.1
# Record of `COc1ccc(C)cc1N(CC(=O)Nc1cccnc1)S(=O)(=O)c1ccc(C)cc1` : INS promoter inh = 36; sdo1 growth = /; sdo1 growth Rescue 24 h = /

# Carrying on:
SMILES,INS promoter inh,sdo1 growth,sdo1 growth Rescue 24 h
N#CC1=C(N)N(c2ccccc2)C2=C(C(=O)CCC2)C1c1ccsc1 (configuration not stated),-27,0.38,0.84
COC(=O)c1nonc1NCn1nnc2ccccc21,0,0.52,0.75
O=C(CSc1nc2c(cnn2-c2ccccc2)c(=O)[nH]1)NC1CCS(=O)(=O)C1 (configuration not stated),18,/,/
CC(=O)C1=C(C)OC(N)=C(C#N)C1c1ccncc1 (configuration not stated),-19,0.22,0.09
CC(C)(C)C1CCC(OC(=O)C[N+]2(C)CCCCC2)CC1 (configuration not stated),-200,/,/
Cc1cccc(NS(=O)(=O)c2cc(C(=O)OCC(=O)Nc3cc(C)on3)ccc2C)c1,/,0.02,-0.51
COC(=O)c1ccccc1NC(=O)CC#N,-32,0.83,0.9
C=CCNS(=O)(=O)c1ccc2c(c1)n(C)c(=O)n2C,6,/,/
Cc1oc(-c2ccc(Cl)cc2)nc1CN1CCCC(C(=O)NCCCN2CCCC2=O)C1 (configuration not stated),/,1,1.1
COc1ccc(C2NC(=O)c3sc4nc(C)c(C(C)=O)c(-c5ccc(Cl)cc5)c4c3N2)cc1 (configuration not stated),/,0.74,1.9
CCCCOc1ccc(NC2=NC3(CCCCC3)N=C(N)N2)cc1,-162,0.99,0.25
COc1ccc(OC)c(/C=N/c2c(-c3ccc(O)c(OC)c3)nc3ccccn23)c1,19,/,/
CCN1C=C(Cc2ccc(OC)cc2)C2=C(C1)C(c1ccc(OC)cc1)C(C#N)=C(N)O2 (configuration not stated),/,0.84,0.29
CCOc1ccc(C2C(C(=O)c3ccco3)=C(O)C(=O)N2Cc2cccnc2)cc1 (configuration not stated),-75,0.23,-0.01
O=C(CCSc1ccc(Cl)cc1)c1cccs1,45,0.94,1.3
CCCCCCC(=O)c1c(C)[nH]c(C(=O)OCC)c1C,63,-0.32,0.11
Cc1ccc2nc(-c3ccc(NC(=O)CSc4nccc(=O)[nH]4)cc3)sc2c1,18,/,/
CCCCC(CC(C)O)c1n[nH]c(=S)n1-c1ccccc1 (configuration not stated),-24,0.5,-0.08
O=C1CC(=C2c3ccccc3-c3ccccc32)C(=O)N1CCN1CCN(c2ccccc2)CC1,49,/,/
Cc1ccc(/C=C2\SC(=S)N(Cc3ccccc3)C2=O)o1,10,-1.5,-1.2
CCCSc1nc2ccsc2c(=O)n1CC,-31,/,/
COC(=O)c1c(NC(=O)CSc2nnnn2-c2ccccc2)sc2c1CCCC2,-3,0.14,0.47
